# HTR5A ag = HTR5A agonists in luminescence cell assay, primary screen, counter-screen for OPRM1-OPRD1 heterodimer agonist project, full-deck HTS; activation, % at 9.3 µM; 5-hydroxytryptamine receptor 5A (Homo sapiens), P47898; 0.61% of 340,000 active; cell-based; in the data active = activation mostly above about 9.5%, no sharp cut-off; inactive = mostly below about 7.6%;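 also: 0% = cells with vehicle only and 100% = reference agonist; strong numbers were not always called active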
# MITF TRPM1 HTS = activators of MITF-driven TRPM1 promoter reporter, primary screen, cell-based, SK-MEL-5, luciferase, single point. SK-MEL-5 TRPM1-promoter luciferase, 24 h; % of positive control, neutral wells = 0. 0.75% of 300,000 active. activation, % at 12.5 µM;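 active = mean activation of at least 80% with every replicate also reaching 80%; inconclusive = mean reaches 80% but some replicate falls short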;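 also: 0% = neutral control wells and 100% = parthenolide positive control wells; values of inactives mirror those of a sister screen read the other way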
# CDK5 inh = inhibitors of human CDK5/p35 kinase, primary screen, biochemical, single concentration; Recombinant CDK5/p35, ADP-Glo luminescence, 60 min; inhibition, % at 10 µM; 0.01% of 330,000 active;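 active = highest replicate inhibition of at least 50% and at least 75% of replicates reaching 50%; inconclusive = only one of the two criteria met; inactive = both criteria failed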;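 also: plate controls were DMSO neutral control for no effect and GW8510 at 10 µM for full effect; many of its hits are not listed in these tables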
# dFosB act = activators of delta FosB homodimer, primary screen, biochemical, fluorescence polarization, TAMRA-CDK5 oligo, single point | Protein FosB (Mus musculus), P13346 | purified delta FosB; percent of positive-control signal above neutral wells | activation, % at 25 µM | 0.99% of 340,000 active;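 active = mean activation above about 17%, with every replicate also reaching it, limit read from the data, passing the limit was not always enough; inconclusive = only one of the two conditions met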;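 also: fluorescence polarization rise as delta FosB binds a TAMRA Cdk5 AP-1 oligo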
# Target sequence (P13346 whole entry, looked up): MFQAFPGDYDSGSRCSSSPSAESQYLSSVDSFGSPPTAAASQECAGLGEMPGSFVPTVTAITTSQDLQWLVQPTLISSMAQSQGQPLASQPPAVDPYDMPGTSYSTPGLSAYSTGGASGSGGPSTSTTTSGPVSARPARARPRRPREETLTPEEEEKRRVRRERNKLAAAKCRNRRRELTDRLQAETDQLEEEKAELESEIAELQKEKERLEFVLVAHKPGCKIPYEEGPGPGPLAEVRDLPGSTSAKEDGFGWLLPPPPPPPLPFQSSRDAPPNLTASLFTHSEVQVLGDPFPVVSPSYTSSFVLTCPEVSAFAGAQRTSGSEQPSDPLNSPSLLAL
# Wnt act = Wnt/beta-catenin pathway activators, primary screen, cell-based, plate reader, single point; 1.2% of 300,000 active; Wnt/beta-catenin reporter cell assay, activator; activation, % at 9.35 µM; in the data active = activation above about 30%, passing the limit was not always enough; inconclusive = no clear call, values can overlap the other calls;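 also: 0% = neutral control wells and 100% = positive control wells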
# SR-BI uptake up = activators of SR-BI mediated DiI-HDL uptake, primary screen, ldlA[mSR-BI] CHO cells, DiI fluorescence. 0.096% of 320,000 active. AID 504775, 2011. 3 h; 100 = double the neutral-control signal. activation, % at 12.5 µM;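 active = mean replicate activation of at least 60% and every replicate at or above 60%; inconclusive = mean or all-replicate condition met, but not both; inactive = mean below 60% and not all replicates reaching 60%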;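 also: 0% = median plate neutral-control signal and 100% = twice that signal; values of inactives mirror those of a sister screen read the other way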
#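 Assay system: CHO ldlA[mSR-BI] cells, LDL receptor-null, SR-BI overexpressing; medium: Ham's F12 with 0.5% BSA, HEPES 25 mM, pH 7.4; also added: DiI-HDL 10 µg/mL; timing: 3 h uptake period with compound, 37 °C; signal: DiI fluorescence, bottom read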
# cardiac RTF act = cardiac RTF calcium sensitivity activators, primary screen, biochemical, IANBD-TnC fluorescence, EC20 calcium | Troponin I, cardiac muscle (Homo sapiens) + Troponin T, cardiac muscle (Homo sapiens) + … | IANBD-labeled TnC RTF fluorescence at EC20 calcium; 0% EC20 calcium, 100% full calcium | activation, % at 7.2 µM | 0.24% of 340,000 active;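 active = activation above the mean over all tested compounds plus 3 SD, cut at about 30% in these data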;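 also: rise in fluorescence read as greater calcium sensitivity of cardiac thin filaments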
# SR-BI DiI inh = inhibitors of SR-BI mediated HDL lipid uptake, primary screen, ldlA[mSR-BI] cells, fluorescence, single point; Scavenger receptor class B member 1 (Mus musculus), Q61009; ldlA[mSR-BI] CHO cells, DiI-HDL uptake fluorescence, 3 h; inhibition, % at 12.5 µM; 0.96% of 320,000 active; AID 488896, 2010;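 active = mean replicate inhibition of at least 70% and a set share of replicates each scoring 70 or more; inconclusive = meets just one of the two criteria; inactive = fails both criteria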;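 also: 0% = median of neutral control wells and 100% = median of positive control wells; values of inactives mirror those of a sister screen read the other way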
# Target sequence (Q61009 whole entry, looked up): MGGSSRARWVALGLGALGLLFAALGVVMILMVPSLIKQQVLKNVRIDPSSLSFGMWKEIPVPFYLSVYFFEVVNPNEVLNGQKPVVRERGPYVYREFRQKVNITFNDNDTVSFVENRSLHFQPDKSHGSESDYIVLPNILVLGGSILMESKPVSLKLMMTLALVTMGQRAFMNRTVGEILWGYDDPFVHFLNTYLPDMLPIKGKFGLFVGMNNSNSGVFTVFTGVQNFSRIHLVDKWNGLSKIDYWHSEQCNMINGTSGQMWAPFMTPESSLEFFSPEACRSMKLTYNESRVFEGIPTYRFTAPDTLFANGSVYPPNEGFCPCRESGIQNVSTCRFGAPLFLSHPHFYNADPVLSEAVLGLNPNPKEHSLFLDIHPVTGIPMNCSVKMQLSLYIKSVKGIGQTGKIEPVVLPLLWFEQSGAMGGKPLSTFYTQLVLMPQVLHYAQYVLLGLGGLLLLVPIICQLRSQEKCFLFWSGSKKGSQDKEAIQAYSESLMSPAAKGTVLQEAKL
# Rtt109 HAT inh = inhibitors of C. albicans Rtt109/Vps75 HAT, primary screen, biochemical, ThioGlo CoA-SH fluorescence, plate reader; Histone acetyltransferase RTT109 (Candida albicans (strain SC5314 / ATCC MYA-2876)), …; AID 540336, 2011; inhibition, % at 34.9 µM; 0.16% of 330,000 active; purified Rtt109/Vps75, 4 h;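 active = inhibition of at least 50% in every replicate; inconclusive = best replicate reaches 50% inhibition but some replicates fall short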
# PvdQ inh = P. aeruginosa PvdQ acylase inhibitors, primary screen, biochemical, fluorescence, plate reader and imaging, single point. purified PvdQ acylase. inhibition, % at 10 µM. 0.063% of 340,000 active. AID 488965, 2010; in the data active = inhibition above about 30%, passing the limit was not always enough; inconclusive = no clear call, values can overlap the other calls;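 also: 0% = vehicle neutral wells and 100% = reference inhibitor wells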
# * marks the source's active call; other numbers are inactive results; ? = inconclusive; nt = not tested or not shown.
SMILES,HTR5A ag,MITF TRPM1 HTS,CDK5 inh,dFosB act,Wnt act,SR-BI uptake up,cardiac RTF act,SR-BI DiI inh,Rtt109 HAT inh,PvdQ inh
O=c1c2ccccc2nnn1CSc1nnnn1-c1ccccc1,-3,88*,0.6,-1,16,28,-6,-28,-15,0
COCCNc1nc2c(c(=O)n(C)c(=O)n2C)n1Cc1cccc(C)c1,-1,-18,2.0,2,-6,10,6,-10,-7,-16
COc1ccc(OCC(=O)NNC(=O)C(=O)N2CCCC2)cc1,3,-8,0.7,2,-2,4,0,-4,-4,1
CNC(=O)C(=O)NCC(c1cccs1)S(=O)(=O)c1ccc(C)cc1 (stereo not given),8,2,-2.2,8,0,24,7,-24,1,0
CN1CCCC(OC(=O)c2ccc(C(C)(C)C)cc2)C1 (stereo not given),0,14,1.0,-4,-1,-1,3,1,-9,-14
O=C(CNC(=S)NC(=O)c1ccco1)c1ccccc1,2,34,-0.1,-13,nt,10,5,-10,-2,-12
COc1ccccc1/C=N/NC1=NCCCCC1,13,6,2.4,-1,nt,8,1,-8,nt,-14
O=C(Nc1ccccc1C(=O)N1CCCCC1)C1CCCCC1,4,3,-0.1,-7,nt,6,-2,-6,-3,-8
CCOc1ccc(C(C)=O)cc1COC(=O)c1cc([N+](=O)[O-])ccc1N1CCOCC1,-4,-10,-1.4,-7,-6,-64,-9,64,0,-5
COc1ccccc1-n1cnc(N)c1C(C)=O,1,-1,1.3,3,nt,21,-2,-21,2,0
COc1ccc(-c2[nH]ncc2CN2CCCO2)cc1F,3,-4,1.4,-8,1,19,2,-19,-4,9
N#Cc1ccccc1NC(=O)c1ccc(-c2ccccc2Cl)o1,7,?,-0.1,0,-3,-15,1,15,-3,-14
CCOC(=O)c1sc2nc(C)nc(NCc3cccnc3)c2c1C,7,10,0.6,-6,-2,-10,-5,10,-2,-8
S=c1[nH]nc(-c2cnccn2)n1-c1ccccc1,-5,-1,1.4,-5,nt,16,0,-16,-7,8
COc1ccc2oc(C(=O)N3CCN(C(c4ccccc4)c4ccccc4)CC3)c(C)c2c1,-7,-14,-1.8,-2,-2,0,-10,0,3,0
Cc1nn(Cc2ccc(F)cc2)c2sc(C(=O)Nc3ccc(N4CCOCC4)cc3N3CCOCC3)cc12,-1,11,2.8,-6,5,-52,-9,52,9,-4
CN(Cc1ccccc1F)C(=O)C1CCCN(C(=O)c2ccc(Cl)cc2)C1 (stereo not given),-2,-6,0.3,-6,4,-12,13,12,-11,-3
CC(=O)N1c2ccc(S(=O)(=O)NCc3ccco3)cc2CC1C (stereo not given),2,-5,-0.7,4,-2,7,-4,-7,-6,-10
CCC(C)(C)NC(=O)c1ccc(Br)o1,0,-6,-1.6,-6,-2,6,-1,-6,2,-7
O=C(O)c1ccccc1C(=O)c1ccc2c(c1)N(Cc1cccc(F)c1)C(=O)CO2,-4,-7,-0.6,-15,-2,-4,8,4,1,-14
Cc1ccc(S(=O)(=O)N2CCOCC2)cc1NC(=O)COC(=O)c1ccc(Cl)nc1,-1,7,1.5,-5,-3,12,2,-12,1,-6
CSc1cccc(NC(=S)N(CCC(C)C)C(C)c2ccncc2)c1 (stereo not given),4,-7,-1.0,-4,1,6,-1,-6,-1,-5
COCCCNC(=O)COc1ccc(S(=O)(=O)NCc2ccccc2)cc1Cl,-1,-8,-1.7,-3,nt,-15,-1,15,1,-5
O=C(NCCc1c[nH]c2ccccc12)c1cc(Cl)c2c(c1)OCO2,7,113*,-1.0,-4,36*,nt,-1,nt,1,-3
CCOc1ccc2cc(S(=O)(=O)n3ccnc3C)ccc2c1,-2,-7,2.4,-4,nt,21,-3,-21,4,-3
COc1cc(OC)cc(C(=O)Nc2ccc(S(=O)(=O)Nc3ccccn3)cc2)c1,-1,7,0.2,9,2,-14,0,14,3,-19
Cc1ccc[n+](CC(=O)c2cc3ccccc3oc2=O)c1,-1,-12,0.2,0,nt,35,7,-35,-10,-10
COCCCN1C(=O)c2ccc(C(=O)Nc3ccccc3Cl)cc2C1=O,2,-3,0.0,-7,6,-3,-1,3,3,-10
CCn1c(SCC(=O)OCc2ccccc2)nnc1-c1ccco1,2,-5,-0.7,9,-2,12,0,-12,-8,6
O=C(O)c1cccnc1SC1CC(=O)N(c2cccc(C(F)(F)F)c2)C1=O (stereo not given),2,5,1.3,0,-4,5,6,-5,-6,-17
O=C(COn1nnc2ccccc21)N1CCN(Cc2ccccc2)CC1,0,37,-1.0,-5,3,-1,5,1,1,-15
CCOC(=O)C1=C(COC(=O)COc2ccc(C(C)=O)cc2)NC(=O)NC1C (stereo not given),-3,-15,-0.1,4,-2,1,2,-1,2,-1
O=C(NCCCN1CCN(c2cccc(Cl)c2)CC1)c1nc(-c2ccncc2)no1,-2,nt,0.0,-6,-1,-28,14,28,-13,-10
COc1cc2c(cc1OC)-c1cc3ccc4c(c3c[n+]1CC2)OCO4,15,-7,-1.4,38*,3,-8,54*,8,2,1
O=S(=O)(NCC(c1ccc2c(c1)OCO2)N1CCOCC1)c1ccc(Br)cc1 (stereo not given),0,6,0.1,-15,-2,1,13,-1,10,-6
COc1ccc(NS(=O)(=O)c2ccc(O)c([N+](=O)[O-])c2)cc1S(=O)(=O)N1CCCCC1,0,-6,-0.8,6,-5,17,7,-17,-2,-7
COc1ccc(CCNC(=O)CNS(=O)(=O)c2ccc(N(C)C)c([N+](=O)[O-])c2)cc1OC,-1,-4,2.3,-1,-2,4,-4,-4,0,13
COC(=O)c1ccc(NC(=O)c2cc(Cl)ccc2OC)cc1,-1,4,-0.4,-2,2,-65,-3,65,-4,3
CC(CCc1ccc(O)cc1)NC(c1ccccc1)c1ccc(Cl)cc1 (stereo not given),5,nt,0.6,-7,-3,8,1,-8,-3,-11
CCOc1ccccc1C(=O)n1nc2nc(C)cc(C)c2c1N,1,-14,0.4,-4,-1,12,-1,-12,4,1
Cc1ccccc1CNC(=O)CCC(=O)N1CCOc2ccc(Cl)cc21,-2,nt,0.5,-5,-5,25,1,-25,-18,5
Cc1ccc(C)c(N(CC(=O)NC2CCCC2)S(=O)(=O)c2ccccc2)c1,2,2,-1.7,-9,2,15,0,-15,-5,-16
O=C(N=Nc1c(O)n(Cc2ccccc2)c2ccccc12)c1ccc(O)cc1,-2,150*,-1.8,-5,nt,-8,3,8,-1,-2
COc1ccc(C2/C=C\CN(C(=O)C3CCCCC3)CC(=O)N2Cc2ccc(F)cc2)cc1 (stereo not given),-2,5,1.3,1,-1,9,-3,-9,5,-3
CCOC(=O)N1CCC(NC(=O)Cn2cccc2C(=O)c2ccccc2)CC1,-3,-2,2.3,-1,nt,-8,4,8,-1,6
COc1ccc(NC(=O)/C(C#N)=C\c2ccc(-c3cccc(C(=O)O)c3C)o2)cc1,-1,8,0.1,1,8,-3,-2,3,12,-6
Cc1ccc(N(CCC#N)C(=O)COC(=O)c2nc3nc(C)cc(C)n3n2)cc1,2,5,0.0,-2,1,20,1,-20,-4,-7
CCN1CCN(c2cc(C)c3cc(NC(=O)c4ccncc4)ccc3n2)CC1,14,nt,1.1,5,-3,5,1,-5,9,3
Cc1ccc(S(=O)(=O)N/N=C/c2c[nH]c3ccccc23)cc1,3,-26,-1.9,-5,3,19,1,-19,2,-16
CCOc1[nH]n(-c2ccccc2)c(=O)c1C=Nc1ccc(C)cc1,-1,11,-0.5,-1,0,-51,-4,51,4,-3
Cc1cccn2c(CNCCc3ccco3)c(C(=O)N3CCOCC3)nc12,-3,-5,0.7,-9,-1,29,9,-29,3,-7
NC(=S)Nc1ccc2cc[nH]c2c1,-1,2,-2.8,-9,-5,12,5,-12,-5,-10
CCn1nc(CC(C)C)cc1C(=O)N1CCCC(Nc2ccc(OC)cc2)C1 (stereo not given),1,-8,-0.9,-3,-5,-6,-2,6,-6,4
O=C(Nc1ccc2c(c1)OCO2)C1CCN(Cc2cc3c(cc2O)OCO3)CC1,4,-11,-1.7,-2,0,nt,3,nt,3,-15
O=C(NC(=S)Nc1ccccc1N1CCOCC1)c1ccc(-c2cc(Cl)ccc2Cl)o1,5,-13,-2.1,-7,nt,-1,13,1,0,-13
CCc1cccc(C)c1NC(=O)CN(C)Cc1ccc(Br)cc1,1,-11,0.0,-4,1,-19,2,19,-7,-4
C#CCn1c(=NC(=O)CSC(C)=O)sc2cc(F)ccc21,11,nt,-1.1,-3,nt,19,0,-19,1,2
CCn1cc(C(=O)NCc2ccccc2Cl)cn1,6,4,1.5,-3,3,29,1,-29,3,10
O=S(=O)(c1cccc2ccccc12)N1CCCCC1,-3,13,1.6,-2,-2,-1,-1,1,-1,-16
COC(=O)c1ccccc1NC(=O)COC(=O)c1ccc(C)c(NC(=O)c2ccco2)c1,9,3,-2.8,-1,-13,-34,-3,34,-2,-15
# Further records follow.
SMILES,HTR5A ag,MITF TRPM1 HTS,CDK5 inh,dFosB act,Wnt act,SR-BI uptake up,cardiac RTF act,SR-BI DiI inh,Rtt109 HAT inh,PvdQ inh
CCC(=O)NNc1ncnc2c1cnn2-c1cccc(C)c1,-2,16,-0.6,-4,0,19,3,-19,-7,-2
COc1ccc(CCNC(=O)Cn2nc(C)n3nc(-c4ccccc4)cc3c2=O)cc1OC,-2,-1,1.1,?,4,7,0,-7,-1,-9
O=C(CCN1C(=O)[C@@H]2Cc3ccccc3CN2C1=O)NCc1ccc(Cl)cc1,8,11,0.0,-9,0,-2,-3,2,-6,-16
Cc1cc(F)ccc1NS(=O)(=O)c1c(C(=O)N2CCOCC2)c(C)n(C)c1C,4,-3,-0.3,7,1,9,3,-9,-8,-16
O=c1[nH]c2ccc(NC(=S)NCc3ccccc3)cc2[nH]1,6,1,1.2,9,-1,3,-4,-3,-2,8
CCCn1c(=O)[nH]c(=O)c2c1nc(-c1cc([N+](=O)[O-])ccc1Cl)n2CCOC,-1,3,-1.0,2,-3,-13,2,13,-5,-12
COc1ccc(CC(=O)NCCS(=O)(=O)N2CCN(c3ccccc3OC)CC2)cc1,5,-2,-3.0,-3,-2,-23,3,23,-2,7

# Compound activity as filed in PubChem.
